SW480 rereplic: induces DNA re-replication in SW480 colon adenocarcinoma cells; SW480 DNA re-replication, Hoechst DNA content imaging, 48 h; 340,000 compounds, 1.8% hits; Potency, µM (series often up to 46.1 µM), inactives show at the highest dose re-replication activation, most hits filed as activators; also: potency is read from the fitted curve at half-maximal effect; % of control where 0% means no effect; nearly all actives have a fitted effect of over 55% in size
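Treated cells incubate 48 hr (37 C, 5% CO2), are stained 40 min with Hoechst, and nuclear fluorescence is enumerated; a rise in nuclei with high DNA signal marks re-replication.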
KB-3-1 tox: kills parental KB-3-1 adenocarcinoma cells. AID 1347075. 400,000 compounds, 1.4% hits. KB-3-1 viability, CellTiter-Glo ATP luminescence, 72 h. Potency, µM (highest dose often 46.1 µM), without a hit: at the highest dose activity change, negative = cytotoxic, actives largely listed as cytotoxic; also: potency is read from the fitted curve at half-maximal effect; % is scaled to controls: 0 for no effect and ±100 for the full control effect; nearly all actives have a fitted effect of over 60% in size
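Cells are dispensed, compounds pinned in, plates held at 37 °C for 72 h, then CellTiter-Glo is added and luminescence read after 10 minutes. Cell line: parental KB-3-1 in phenol-red-free DMEM, 10% FBS.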
IL-1B inflam inh: blocks inflammasome-driven IL-1 beta release | THP-1 LPS/ATP IL-1B secretion, AlphaLISA, 16 h; hits give low values | activity change, % at 57.5 µM | 360,000 compounds, 4.7% hits | AID 743279; in the data active = activity change below about -50%; inconclusive = mostly about -30% to -49%; also: % is scaled to controls: 0 for no effect and ±100 for the full control effect
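Secreted IL-1B measured by AlphaLISA bead assay after 16 h compound exposure of THP-1 cells; compounds (final up to 57.5 uM) added 1 h before LPS (250 ng/mL) and ATP (1.25 mM) stimulation; lower signal means less secretion.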
ATXN2 expr inh: reduces ATXN2 reporter expression in HEK-293 cells; HEK-293 ATXN2-luciferase reporter, luminescence, 24 h; Potency, µM (titrated, usually from 57 µM), for the others: at the highest dose activity change, negative = inhibition, most hits filed as inhibitors; 360,000 compounds, 0.72% hits; also: potency is read from the fitted curve at half-maximal effect; % is scaled to controls: 0 for no effect and ±100 for the full control effect; nearly all actives have a fitted effect of over 55% in size
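qHTS (up to 57 uM final) was run with 24 h compound exposure of reporter cells at 37 °C. Each well was multiplexed: SteadyGlo luminescence measured ATXN2-luciferase expression after a fluorogenic Gly-Phe-AFC viability readout (25 uM final).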
HT1080 IDH1KD tx: kills HT-1080 cells with IDH1 knockdown; HT-1080 IDH1 knockdown viability, ATP luminescence, 48 h; Potency, µM (doses to about 46.1 µM), for inactives: top-dose activity, negative = toxicity, usual class: cytotoxic; 360,000 compounds, 2% hits; AID 686971;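 also: potency is read from the fitted curve at half-maximal effect; 0% = DMSO wells and -100% = cell-free medium wells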
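Knockdown cells (IDH1KD HT-1080) received compounds 2 h after plating at 750 cells/well and were kept 48 h at 37 °C in 5% FBS RPMI. A CellTiter-Glo luminescence read gave % activity for curve fitting.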
KB-V1 cytotox: kills drug-selected multidrug resistant KB-V1 cells | KB-V1 MDR cells viability, CellTiter-Glo, 72 h | Potency, µM (highest dose often 46.1 µM), for inactives: top-dose activity change, negative = cytotoxicity, hits mostly cytotoxic | 400,000 compounds, 3.4% hits | AID 1347076; also: potency is read from the fitted curve at half-maximal effect; % is scaled to controls: 0 for no effect and ±100 for the full control effect; nearly all actives have a fitted effect of over 60% in size
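KB-V1, DMEM (no phenol red) + 10% FBS; cpd pin-transferred, titration series; 72 h, 37 degrees C; CellTiter-Glo, luminescence. Data normalized, curve-fit.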
MCF10A rereplic: induces DNA re-replication in MCF 10a normal breast cells | Potency, µM (series often up to 46.1 µM), inactives show top-dose activity, positive = re-replication, actives largely listed as activators | 350,000 compounds, 2.9% hits | MCF 10A DNA re-replication, Hoechst nuclear intensity, 48 h; also: potency is read from the fitted curve at half-maximal effect; % of control where 0% means no effect; nearly all actives have a fitted effect of over 50% in size
WRN helicase inh: WRN helicase (human) inhibition; Q14191; 360,000 compounds, 0.46% hits; AID 651768; WRN helicase unwinding, fluorescent forked duplex, kinetic; Potency, µM (highest dose often 114 µM), inactives show top-dose activity change, negative = inhibition, hits mostly inhibitors; also: potency is read from the fitted curve at half-maximal effect; % is scaled to controls: 0 for no effect and ±100 for the full control effect; nearly all actives have a fitted effect of over 55% in size
Target sequence (Q14191 whole entry, looked up): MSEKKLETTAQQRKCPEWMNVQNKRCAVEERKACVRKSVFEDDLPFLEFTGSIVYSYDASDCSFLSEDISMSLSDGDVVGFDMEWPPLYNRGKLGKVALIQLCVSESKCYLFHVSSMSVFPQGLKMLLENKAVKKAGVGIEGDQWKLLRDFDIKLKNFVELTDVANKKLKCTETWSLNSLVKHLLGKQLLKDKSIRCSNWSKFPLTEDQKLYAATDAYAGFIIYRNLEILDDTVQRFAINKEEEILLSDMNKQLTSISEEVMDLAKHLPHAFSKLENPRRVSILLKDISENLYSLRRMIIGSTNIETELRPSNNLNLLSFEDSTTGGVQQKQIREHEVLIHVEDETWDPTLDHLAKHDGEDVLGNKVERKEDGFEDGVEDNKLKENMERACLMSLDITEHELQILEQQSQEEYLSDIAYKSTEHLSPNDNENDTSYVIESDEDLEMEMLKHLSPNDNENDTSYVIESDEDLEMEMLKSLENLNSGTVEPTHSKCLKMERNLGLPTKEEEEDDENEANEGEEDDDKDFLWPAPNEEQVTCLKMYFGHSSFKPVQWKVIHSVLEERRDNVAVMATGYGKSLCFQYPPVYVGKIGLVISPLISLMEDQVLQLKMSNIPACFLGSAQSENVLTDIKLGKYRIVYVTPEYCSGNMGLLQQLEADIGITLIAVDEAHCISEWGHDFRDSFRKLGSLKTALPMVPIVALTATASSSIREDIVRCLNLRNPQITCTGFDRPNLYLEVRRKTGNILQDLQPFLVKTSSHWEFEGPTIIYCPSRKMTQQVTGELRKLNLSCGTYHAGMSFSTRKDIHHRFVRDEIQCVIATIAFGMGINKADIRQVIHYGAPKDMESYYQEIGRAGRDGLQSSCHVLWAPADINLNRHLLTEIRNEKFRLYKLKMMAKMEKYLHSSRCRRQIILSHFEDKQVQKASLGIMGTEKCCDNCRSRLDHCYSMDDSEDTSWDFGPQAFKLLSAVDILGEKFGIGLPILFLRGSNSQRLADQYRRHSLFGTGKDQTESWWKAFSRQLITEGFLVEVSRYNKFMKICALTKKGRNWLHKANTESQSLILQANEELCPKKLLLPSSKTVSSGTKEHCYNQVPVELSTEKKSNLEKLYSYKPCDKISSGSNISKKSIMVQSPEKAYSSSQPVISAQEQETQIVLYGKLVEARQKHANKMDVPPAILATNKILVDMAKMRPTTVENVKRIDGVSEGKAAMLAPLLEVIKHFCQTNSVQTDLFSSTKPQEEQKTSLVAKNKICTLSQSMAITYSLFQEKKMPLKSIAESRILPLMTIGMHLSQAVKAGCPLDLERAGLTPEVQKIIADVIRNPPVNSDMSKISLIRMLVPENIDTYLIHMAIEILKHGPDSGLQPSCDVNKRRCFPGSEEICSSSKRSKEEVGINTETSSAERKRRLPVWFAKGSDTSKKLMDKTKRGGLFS
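Enzyme (20 nM final) and test compound sit together 15 min at room temperature before substrate addition. Substrate is a single-forked duplex oligonucleotide (100 nM) labelled with fluorophore and quencher, with 2 mM ATP; helicase unwinding raises red fluorescence, read kinetically.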
HT1080NT lethal: kills 2HG-producing HT-1080-NT fibrosarcoma cells; HT-1080-NT fibrosarcoma viability, CellTiter-Glo ATP luminescence, 48 h; Potency, µM (top dose mostly 46.1 µM), for inactives: at the highest dose activity, negative = less viability, most hits filed as cytotoxic; 360,000 compounds, 1.6% hits; AID 686970;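 also: NT is the 2HG producing partner of a matched IDH1 knockdown line; potency is read from the fitted curve at half-maximal effect; 0% = DMSO-treated cells and -100% = media-only wells without cells; nearly all actives have a fitted effect of over 55% in size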
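A 48-hour cytotoxicity screen used HT-1080-NT cells plated 2 hours before compound delivery. ATP-based CellTiter-Glo luminescence measured viability, normalized to DMSO and no-cell controls.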
Numbers without * were called inactive; u = inconclusive; x = not tested or not shown; & = joins results of further samples; [ ] = another dose, or the depositor's remark. Unless noted, calls follow the shape of the dose curve; as a rule, active = well fitted curve in the direction sought with a large enough effect; inconclusive = small, poorly fitted or top-dose-only effect, or another doubt; inactive = no such curve, though single readings can be large; an effect the other way counts as inactive or inconclusive. This is a random part of the collection; overall some 12% were active at least once.

SMILES	SW480 rereplic	KB-3-1 tox	IL-1B inflam inh	ATXN2 expr inh	HT1080 IDH1KD tx	KB-V1 cytotox	MCF10A rereplic	WRN helicase inh	HT1080NT lethal
CC1(C)CC(=O)c2sc(NC(=O)c3ccc4ncsc4c3)nc2C1	-12%	5%	-24	56%[activator]	1%	u	11%	2%	20%
Cn1c(-c2cc3c(C(F)(F)F)nn(C)c3s2)n[nH]c1=S	-7%	-8%	-6	-2%	-8%	u	-2%	-16%	-5%
Cc1cc(NC(=O)COC(=O)COc2ccc(C(=O)c3ccccc3)cc2)no1	-2%	19%	16	1%	19%	17%	2%	-8%	10%
CC1(CCc2ccccc2)NC(=O)N(CC(=O)Nc2c(F)cccc2F)C1=O (stereo unspecified)	-14%	u	-9	5%	1%	u	1%	0%	0%
COc1ccccc1NC(=O)C1CCN(C(=O)NCc2ccccc2)CC1	1%	0%	16	-1%	-1%	-12%	-2%	-5%	-14%
O=C(CCc1ccccc1)Nc1ccccc1	-1%	5%	0	24%	28%	2%	-17%	2%	28%
COc1ccc(-c2sc3cc4c(cc3c2-c2ccc(OCCN3CCCCC3)cc2)OCO4)cc1	3%	0%	6	-7%	1%	0%	u	-8%	-3%
O=C(CSc1nccc(=O)[nH]1)Nc1ccccc1Sc1ccccc1	-3%	3%	26	-10%	-15%	12%	-1%	3%	0%
O=C(Nc1c(C(=O)N2CCCCC2)cnn1-c1ccccc1)c1ccccc1	-23%	-5%	-6	-4%	8%	1%	2%	5%	-5%
COC(=O)c1cccc(NC(=O)NC23CC4CC(CC(C4)C2)C3)c1	u	-6%	-1	27%	u	-1%	21%	-7%	-30%
CCC(=O)Nc1c2c(nn1-c1ccc(F)cc1)CS(=O)(=O)C2	1%	2%	4	1%	16%	19%	-2%	5%	8%
O=C(O)C1CCN(S(=O)(=O)c2ccc(N3CCCC3C(=O)O)c([N+](=O)[O-])c2)CC1 (stereo unspecified)	-5%	2%	12	-2%	14%	3%	1%	5%	-3%
COCOc1cccc(CN2CCC(C)(Oc3ccc(C(C)=O)cc3)C2)c1 (stereo unspecified)	x	0%	-8	4%	23%	3%	x	-6%	16%
CCOc1ccc(NC(=O)CSc2nnc(C)n2C2CC2)cc1S(=O)(=O)N1CCCC1	-6%	-9%	11	3%	0%	1%	u	-4%	1%
COc1ccc(C(=O)NCCCSC)cc1OC1CCN(C(C)C)CC1	-2%	13%	7	1%	10%	13%	-11%	-3%	6%
COCCNc1oc(COc2cccc(C)c2)nc1C#N	10%[9.22 µM]	-8%	u	16%	-4%	6%	-5%	7%	-7%
COc1ccccc1N1CCN(Cc2cccs2)CC1	1%	-10%	-19	-6%	-22%	u	3%	4%	-2%
CCOC(=O)C1=CC[C@@H](c2ccc(OC)cc2)N(S(=O)(=O)c2ccc(C)cc2)[C@H]1CC	x	-2%	-7	3%	u	-2%	x	-13%	-5%
CCOC(=O)c1cc2n(c1/N=C/N(C)C)-c1ccccc1C2=O	-2%	-11%	-11	-21%	-5%	-8%	3%	-27%	2%
O=C1C(=O)N(CCCN2CCOCC2)C(c2ccc([N+](=O)[O-])cc2)/C1=C(\O)c1ccc2c(c1)OCCO2 (stereo unspecified)	-9%	1%	-10	-4%	-1%	3%	12%	3%	0%
CC(=O)Oc1ccccc1Cn1c(C)c(C(=O)NCc2cccc(Cl)c2)sc1=O	x	-19%	-25	u	u	u	x	-1%[57.1 µM]	u
COc1cc2c(cc1OC)C(c1ccc(Br)cc1)NC(=O)C2 (stereo unspecified)	-10%	9%	-71*	1%	-4%	7%	-6%	2%	-4%
CCOC(=O)c1cccc(C2=CC(=O)C[C@H](c3ccc(Cl)cc3)C2)c1	9%	-7%	35	-10%	0%	-27%	u	-8%	-25%
Cc1ccc(C)c(C(=O)CN2C(=O)C(=O)N(C3CCCC3)C2=O)c1	2%	x	16	-11%	-4%	x	u	-21%	0%
CCN(CC)CCCNC(=O)C(C)n1c2ccccc2c2nc(=O)cc(C)n21 (stereo unspecified)	4%	-19%	-5	-9%	0%	-7%	5%	-2%	18%
Nc1nncn1C(=O)c1c(Cl)cccc1Cl	-5%	4%	5	5%	7%	-6%	3%	-1%	14%
COC(=O)c1ccccc1NC(=O)c1cc(-c2ccco2)on1	-24%	-19%	-14	-2%	21%	-19%	-31%	1%	21%
CCOC(=O)c1ccccc1NC(=O)CSc1nnnn1C1CCCCC1	7%	-15%	u	6%	-3%[9.24 µM]	-22%	27%	-2%[57.1 µM]	-21%
CCC(=O)Nc1ccc(NC(=O)CSc2nnc(-c3ccc(O)cc3)n2CC2CCCO2)cc1 (stereo unspecified)	-3%	3%	4	-19%	14%	2%	-1%	-3%	12%
Cc1cc(F)ccc1NC(=O)C1CCN(S(=O)(=O)c2ccc3c(c2)CCCC(=O)N3)CC1	-9%	-19%&0%	23	3%	6%	u	6%	-4%	8%
O=C(Cn1nnc(-c2cc(Cl)ccc2-n2cnnn2)n1)N1CCCc2ccccc21	-2%	u	-11	-8%	-3%	0%	u	-13%	-2%
CCCCNCc1cc(Br)c(OCC(=O)N2CCOCC2)c(OC)c1	-10%	0%	12	6%	-10%	u	3%	-2%	10%
O=C(CCCCCn1c(SCc2ccncc2)nc2ccccc2c1=O)NCc1ccco1	2%	20%	u	-1%	11µM*	u	u	u	u
COc1ccc(S(=O)(=O)N2CCOC2CNC(=O)C(=O)NCc2ccccc2OC)cc1 (stereo unspecified)	20%	x	-16	-2%	-14%	x	-15%	-14%	-19%
O=[N+]([O-])c1cc(S(=O)(=O)N2CCCC2)ccc1N/N=C/c1ccccn1	-6%	-2%	-8	-10%	14%	0%	u	-18%	25%
CC(=O)c1sc(NC(=O)c2ccccc2F)nc1C	-8%	0%	-1	0%	u	0%	0%	0%	u
COc1ccc(NC2CCCN(C(=O)c3cccs3)C2)cc1 (stereo unspecified)	-14%	20%	-14	8%	4%	-6%	1%	-1%	3%
O=C(COC(=O)c1cnccn1)c1ccc(Cl)c([N+](=O)[O-])c1	u	26%	-60*	-26%	-1%	16%	u	-27%	-1%
C/C(=N\NC(=O)C1CC1c1ccccc1)c1ccc(C)s1 (stereo unspecified)	-4%	16%	10	-7%	-15%	0%	5%	7%	-16%
COc1ccc(S(=O)(=O)N2CCOCC2)cc1NC(=O)c1cc2ccccc2o1	-53%[inhibitor]	1%	-18	6%	-3%	-8%	u	-2%	-12%
O=C(NNC(=S)Nc1ccc(Cl)cc1Cl)C1CC1	-8%	2%	7	22%	10%	u	1%	-13%	1%
CCOC(=O)N1CCN(C(=O)C2CCC(=O)N(CCCc3ccccc3)C2)CC1 (stereo unspecified)	0%	8%	-16	-3%	5%	-1%	-3%	-28%	5%
Cc1cc(C)c(S(=O)(=O)Nc2nnc(C)s2)c(C)c1	u	11%	12	3%	-1%	21%	u	-17%	-1%
Cc1ccc(S(=O)(=O)N2CCN(CC(=O)N/N=C\c3ccncc3)CC2)cc1	3%	-1%	0	-17%	-6%	-3%	-16%	5%	-4%
COc1cc(C(=O)NCCOc2cc(C)cc(C)c2)c(Br)c(OC)c1OC	u	-29%	11	-23%	-21%[9.24 µM]	10µM*	u	-5%	u
CSc1cccc(NC(=O)Cn2cnc(S(=O)(=O)N3CCCC3)c2)c1	u	0%&-2%	23	5%&-1%	7%	4%&0%	0%	-2%	23%
O=C(c1ccc(-c2ccccc2Cl)s1)N1CCOCC1	-7%	18%	u	26%	10%	4%	0%	2%	23%
CCOC(=O)C1=CCN(S(=O)(=O)c2ccccc2[N+](=O)[O-])C1c1ccc(C)cc1 (stereo unspecified)	x	0%	48	0%	-10%	1%	x	-8%	0%

Next part, overlapping the part above by two compounds.
SMILES	SW480 rereplic	KB-3-1 tox	IL-1B inflam inh	ATXN2 expr inh	HT1080 IDH1KD tx	KB-V1 cytotox	MCF10A rereplic	WRN helicase inh	HT1080NT lethal
O=C(c1ccc(-c2ccccc2Cl)s1)N1CCOCC1	-7%	18%	u	26%	10%	4%	0%	2%	23%
CCOC(=O)C1=CCN(S(=O)(=O)c2ccccc2[N+](=O)[O-])C1c1ccc(C)cc1 (stereo unspecified)	x	0%	48	0%	-10%	1%	x	-8%	0%
Cc1ccc(NC2OC(CO)C(O)C2O)cc1[N+](=O)[O-] (stereo unspecified)	3%	0%	-3	-6%	8%	-14%	-3%	-31%[57.1 µM]	-3%
O=C(N/N=C/c1ccc(OC(F)F)cc1OC(F)F)c1ccc(Br)cc1	-2%	-4%	16	-3%	13%	2%	1%	-6%	15%
CCN1CCC(NC(=O)c2cc(OC)c(OC)cc2OC)CC1	-3%	6%	0	-9%	-2%	20%	1%	2%	-3%[9.24 µM]
COC(=O)[C@@]12CCCCN1[C@H](c1ccc(-c3cc(C(C)=O)cs3)c(OC)c1)[C@H]1C(=O)N(C)C(=O)[C@H]12	u	5%	5	-2%	7%	-7%	5%	7%	15%
CC(C)C[C@H]1CN(CCCC[C@@H]2CNC(=O)C(=O)N2Cc2ccccc2)C(=O)C(=O)N1CCc1ccccc1	x	2%	-16	-2%	6%	0%	x	3%	15%
CCN(CC(=O)Nc1c(F)cccc1F)C(=O)/C=C/c1ccc(C)cc1	1%	-1%	-25	x	11%	3%	1%	-4%	21%

Three entries from above, ordered by the number in IL-1B inflam inh, falling.
canonical_smiles	IL-1B inflam inh
CCN1CCC(NC(=O)c2cc(OC)c(OC)cc2OC)CC1	0
COCOc1cccc(CN2CCC(C)(Oc3ccc(C(C)=O)cc3)C2)c1 (stereo unspecified)	-8
O=C(COC(=O)c1cnccn1)c1ccc(Cl)c([N+](=O)[O-])c1	-60*
